Bioassay records from PubChem BioAssay.
RBBP9 inh = human RBBP9 inhibitors, primary screen, biochemical, fluorescence polarization, FP-Rh probe, HTS; inhibition, % at 7.94 µM; hit rate 0.2% among 220,000; AID 1515, 2009; Serine hydrolase RBBP9 (Homo sapiens), O75884; recombinant RBBP9;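 active = inhibition above the campaign mean of all tested compounds plus 3 SD, cut at about 14% in these data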;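 note: plate controls were DMSO wells with RBBP9 for no effect and wells lacking RBBP9 protein for full effect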
Target sequence (O75884 whole entry, looked up): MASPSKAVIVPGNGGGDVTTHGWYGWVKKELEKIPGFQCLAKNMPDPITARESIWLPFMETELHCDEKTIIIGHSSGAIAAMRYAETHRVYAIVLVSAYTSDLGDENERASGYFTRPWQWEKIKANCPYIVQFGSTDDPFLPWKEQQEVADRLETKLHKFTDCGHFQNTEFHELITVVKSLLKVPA
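Measured by – fluorescence polarization · Test system – RBBP9 protein · Input – 2.5 µM RBBP9 dispensing solution, before mixing · Measure – percent inhibition from mP, scaled between DMSO and no-protein wells · Benchmarks – DMSO-treated enzyme wells and wells lacking RBBP9 · Times – preincubation 30 min plus labeling 45 min at 25 °C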
PPC-1+TRAIL kill = compounds killing PPC-1 cancer cells with TRAIL present, primary screen, TRAIL potentiator project, ATPLite luminescence, uHTS; cell killing (% activity), % at 4 µM; AID 1443, 2008; PPC-1 cells + TRAIL, ATPLite viability luminescence; hit rate 0.41% among 220,000;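 active = cell killing above 50% in the first pass at 4 µM, then a duplicate retest at 5 µM averaging 50% or more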;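 note: plate controls were cells with TRAIL plus DMSO for no effect and medium-only wells lacking cells for full effect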
CHOP inhibitor = inhibitors of CHOP promoter induction, primary screen, cell-based, unfolded protein response, luciferase reporter | CHO-K1 CHOP-promoter luciferase, tunicamycin-induced, 15-18 h | hit rate 3.8% among 220,000 | inhibition, % at 10 µM;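 active = compounds that reduced the stress-induced luciferase reporter signal by more than about 70% of percent inhibition, limit read from the data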;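 note: 0% = tunicamycin plus vehicle and 100% = wells without tunicamycin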
Wee1 degr inh = Wee1 degradation inhibitors, primary screen, cell-based, HeLa, Wee1K328M-luciferase, luminescence; HeLa Luc-Wee1K328M stability; 100% = proteasome inhibitor MG132 effect; Wee1-like protein kinase (Homo sapiens), P30291; AID 1321, 2008; hit rate 1.2% among 220,000; reporter increase, % at 5 µM;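 active = activation above the mean of all tested compounds plus 3 SD, set per screening run, cut at about 8.8% in these data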;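 note: cells exposed to compound for 20 h before luminescence read; 0% = DMSO alone and 100% = MG132 at 30 µM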
TRPML3 ag = human TRPML3 channel agonists, primary screen, cell-based, HEK293 TRPML3-YFP, Fluo-8 calcium fluorescence, 3 µM; Mucolipin-3 (Homo sapiens), Q8TDD5; 100% = the carbachol control signal; activation, % at 3 µM; hit rate 0.29% among 220,000;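 active = activation above its plate's cutoff, the mean activation of the plate's test wells plus 3 SD, cut at about 12% in these data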;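 note: 0% = DMSO only wells and 100% = carbachol wells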
Target sequence (Q8TDD5 whole entry, looked up): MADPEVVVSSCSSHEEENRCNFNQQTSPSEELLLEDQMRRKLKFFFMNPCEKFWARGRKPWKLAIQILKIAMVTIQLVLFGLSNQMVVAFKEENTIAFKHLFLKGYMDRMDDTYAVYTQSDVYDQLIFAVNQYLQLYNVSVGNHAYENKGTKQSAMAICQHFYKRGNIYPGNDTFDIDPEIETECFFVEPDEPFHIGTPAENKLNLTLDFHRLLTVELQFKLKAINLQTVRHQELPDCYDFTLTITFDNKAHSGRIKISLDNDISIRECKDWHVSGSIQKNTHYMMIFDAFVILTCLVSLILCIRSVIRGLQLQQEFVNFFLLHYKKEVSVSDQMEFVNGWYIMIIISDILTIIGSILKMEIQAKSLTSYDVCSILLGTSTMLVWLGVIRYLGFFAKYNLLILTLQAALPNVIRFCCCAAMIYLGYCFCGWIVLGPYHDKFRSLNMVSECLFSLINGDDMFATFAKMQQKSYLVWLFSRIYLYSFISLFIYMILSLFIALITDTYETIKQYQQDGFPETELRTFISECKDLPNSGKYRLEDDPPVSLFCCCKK
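system = HEK293 cells stably carrying human TRPML3-YFP | doses = one concentration, 3 µM nominal, 0.3% DMSO | timing = dye loading 1 h 37 °C then 30 min ambient, 125 s read | detection = Fluo-8 calcium dye fluorescence, ex 470-495, em 515-575 nm | benchmarks = high control carbachol 87 µM, low control DMSO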
TRPN1 ag = zebrafish TRPN1 channel agonists, primary screen, cell-based, HEK293, calcium fluorescence. hit rate 0.18% among 220,000. transient receptor potential cation channel N1 (TRPN1/NompC), Danio rerio. AID 1424, 2008. activation, % at 3 µM. HEK293 zebrafish TRPN1-YFP, Fluo-8 calcium fluorescence; 100% = response to 87 µM carbachol;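 active = activation above its plate's cutoff, the mean activation of test wells on that plate plus 3 SD, cut at about 19% in these data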;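 note: 0% = DMSO alone and 100% = 87 µM carbachol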
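Assay system: Zebrafish TRPN1-YFP in HEK293 cells | Incubation: Dye loading 1 h at 37 °C, then 30 min room temperature | Measured by: Kinetic Fluo-8 fluorescence, ex 470-495, em 515-575 nm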
BaF3 tox = parental Ba/F3 cell viability inhibition, counter-screen for JAK2V617F inhibitor project, murine pro-B, CellTiter-Glo luminescence; inhibition, % at 5.6 µM; hit rate 1.1% among 220,000; CellTiter-Glo ATP luminescence;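 active = inhibition above a per-campaign cutoff, the mean inhibition of all tested compounds plus 3 SD, cut at about 27% in these data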;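 note: 0% = DMSO wells and 100% = JAK Inhibitor I control wells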
Ba/F3 V617F tox = reduced viability of JAK2V617F-dependent Ba/F3 cells, primary screen, JAK2V617F inhibitor project, cell-based, Ba/F3 EpoR-JAK2V617F, luminescence; ATP luminescence; inhibition, % at 5.6 µM; hit rate 1.1% among 220,000;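 active = inhibition above the campaign mean plus 3 SD over all tested compounds, cut at about 24% in these data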;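 note: cytokine-independent growth of Ba/F3 cells driven by EpoR plus mutant JAK2; 0% = DMSO-treated cells and 100% = JAK inhibitor I control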
TNF death inh = inhibitors of TNF-alpha triggered necroptosis, primary screen, cell-based, Jurkat FADD-/-, single concentration; Jurkat FADD-/- TNF necroptosis rescue, ATP luminescence, 24 h; 0 = TNF only, 100 = no-TNF cells; activation (protection from cell death), % at 10 µM; hit rate 0.068% among 220,000;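 active = activation, meaning protection from cell death, of at least 50% relative to plate controls; inactive = activation below 50%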;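 note: necroptosis triggered by 40 ng/mL TNF-alpha added together with compound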
* = called active by the depositor; . = no result given; & = joins results of further samples.

Start of the listing, in advance:
SMILES | RBBP9 inh | PPC-1+TRAIL kill | CHOP inhibitor | Wee1 degr inh | TRPML3 ag | TRPN1 ag | BaF3 tox | Ba/F3 V617F tox | TNF death inh
C#CCOCCOCCOCCNc1nc(N2CCN(C(=O)[C@H](C(C)C)n3cc(CCO)nn3)CC2)nc(N2CCN(C(=O)[C@H]([C@@H](C)CC)n3cc(CCCCN)nn3)CC2)n1 | -4 | 20 | -5 | 5 | 0.3 | 2.5 | 8 | 4 | 0.4
N=C1C(c2nc3ccccc3s2)=C(O)CN1C1CCCCC1 | -2 | . | -6 | -2 | 0.4 | 1.6 | 3 | -4 | 2.6
CCCCCC(O)(CCCCC)C(=O)NNc1ccccc1 | -2 | 5 | 91* | 0 | -1.1 | -2.6 | 6 | -1 | -0.9
CC(C)(C)OC(=O)NNC(=S)NC1CCCCC1 | 3 | 0 | 3 | 0 | 0.6 | 0.1 | 6 | 1 | 0.0
Cc1cccc(Nc2ncnc3c2cnn3Cc2ccccc2)c1 | -2 | 17 | 5 | 0 | -1.0 | -0.8 | 3 | -2 | 1.0
Cn1cnc([N+](=O)[O-])c1Nc1ccc(O)cc1 | 1 | 15 | -16 | -1 | 0.8 | -0.1 | 0 | -1 | -2.4
Cc1ccc(C)n1-c1ccc(C(=O)N2CCC(C(N)=O)CC2)cc1 | -3 | -5 | 8 | -1 | 0.2 | 1.8 | 8 | 1 | -3.9
O=C1CCC(=O)N1CN(C(=O)c1ccco1)c1ccc(Cl)c(Cl)c1 | -5 | . | 15 | 2 | 0.1 | 0.1 | 3 | 2 | -0.1
COc1ccc(/C=C2/NC(=O)N(CC(=O)Nc3cccc(C)c3)C2=O)cc1O | 0 | 34 | -1 | -1 | 0.5 | 0.0 | 8 | 8 | 2.7
C=C(Cl)COC(=O)C1C2C=CC(C2)C1C(=O)O (centres undefined) | 2 | 17 | 16 | -2 | 1.0 | 0.9 | -1 | -2 | -1.5
C=CCN(C(=O)c1cc(C)cc(C)c1)C1(C(=O)Nc2ccccc2)CCN(C(C)C)CC1 | -11 | -11 | -18 | -3 | 0.7 | 0.3 | 2 | 0 | 1.8
Cc1ccc(CNC(=O)[C@H]2C[C@@H]2[C@H](NP(=O)(c2ccccc2)c2ccccc2)c2ccccc2)o1 | -6 | -3 | 12 | 0 | -0.6 | -2.0 | 0 | -3 | -2.3

Main list, repeating the preview:
SMILES | RBBP9 inh | PPC-1+TRAIL kill | CHOP inhibitor | Wee1 degr inh | TRPML3 ag | TRPN1 ag | BaF3 tox | Ba/F3 V617F tox | TNF death inh
C#CCOCCOCCOCCNc1nc(N2CCN(C(=O)[C@H](C(C)C)n3cc(CCO)nn3)CC2)nc(N2CCN(C(=O)[C@H]([C@@H](C)CC)n3cc(CCCCN)nn3)CC2)n1 | -4 | 20 | -5 | 5 | 0.3 | 2.5 | 8 | 4 | 0.4
N=C1C(c2nc3ccccc3s2)=C(O)CN1C1CCCCC1 | -2 | . | -6 | -2 | 0.4 | 1.6 | 3 | -4 | 2.6
CCCCCC(O)(CCCCC)C(=O)NNc1ccccc1 | -2 | 5 | 91* | 0 | -1.1 | -2.6 | 6 | -1 | -0.9
CC(C)(C)OC(=O)NNC(=S)NC1CCCCC1 | 3 | 0 | 3 | 0 | 0.6 | 0.1 | 6 | 1 | 0.0
Cc1cccc(Nc2ncnc3c2cnn3Cc2ccccc2)c1 | -2 | 17 | 5 | 0 | -1.0 | -0.8 | 3 | -2 | 1.0
Cn1cnc([N+](=O)[O-])c1Nc1ccc(O)cc1 | 1 | 15 | -16 | -1 | 0.8 | -0.1 | 0 | -1 | -2.4
Cc1ccc(C)n1-c1ccc(C(=O)N2CCC(C(N)=O)CC2)cc1 | -3 | -5 | 8 | -1 | 0.2 | 1.8 | 8 | 1 | -3.9
O=C1CCC(=O)N1CN(C(=O)c1ccco1)c1ccc(Cl)c(Cl)c1 | -5 | . | 15 | 2 | 0.1 | 0.1 | 3 | 2 | -0.1
COc1ccc(/C=C2/NC(=O)N(CC(=O)Nc3cccc(C)c3)C2=O)cc1O | 0 | 34 | -1 | -1 | 0.5 | 0.0 | 8 | 8 | 2.7
C=C(Cl)COC(=O)C1C2C=CC(C2)C1C(=O)O (centres undefined) | 2 | 17 | 16 | -2 | 1.0 | 0.9 | -1 | -2 | -1.5
C=CCN(C(=O)c1cc(C)cc(C)c1)C1(C(=O)Nc2ccccc2)CCN(C(C)C)CC1 | -11 | -11 | -18 | -3 | 0.7 | 0.3 | 2 | 0 | 1.8
Cc1ccc(CNC(=O)[C@H]2C[C@@H]2[C@H](NP(=O)(c2ccccc2)c2ccccc2)c2ccccc2)o1 | -6 | -3 | 12 | 0 | -0.6 | -2.0 | 0 | -3 | -2.3
O=C(COC(=O)c1ccc(Br)cc1)NCCc1ccccc1 | -4 | 16 | 4 | -2 | 0.4 | -0.1 | 5 | -1 | 1.6
COC(=O)CC1C(=O)NCCN1C(=O)Nc1ccccc1 (centres undefined) | -5 | 4 | 20 | 2 | 0.6 | 1.8 | 11 | 1 | -0.3
O=C(O)c1ncc(Cl)c(Cl)c1Cl | -7&1 | 11&13 | 0&7 | -3&-1 | 0.5&0.1 | 0.4&-1.2 | 2&-4 | -3&-1 | 2.1&-1.0
Nc1nc2ccc(S(=O)(=O)c3ccc4nc(N)sc4c3)cc2s1 | -7 | 12 | -23 | -1 | 1.2 | 1.2 | 6 | -1 | -4.0
Cn1c(N)c(S(=O)(=O)N2CCN(Cc3ccccc3)CC2)c(=O)n(C)c1=O | -8 | 10 | 1 | 2 | -0.1 | -1.2 | 5 | 4 | -0.2
CCN(c1ccccc1)S(=O)(=O)c1ccc(OCC(=O)Nc2cc(C)on2)cc1 | -5 | 12 | 65 | -1 | -0.1 | 0.4 | 4 | -2 | 0.3
O=C(OCc1nc2ccccc2s1)C1CCN(S(=O)(=O)c2cccs2)CC1 | -6 | 18 | 25 | -1 | 0.4 | 0.6 | 96* | 2 | 0.6
COc1ccc(/C=C/C(=O)N(C)Cc2cccs2)cc1S(=O)(=O)N1CCOCC1 | -6 | 10 | 14 | -3 | 0.5 | 1.0 | 3 | 2 | 1.1
O=C(NCC1CCCO1)c1cc2ccccc2oc1=O (centres undefined) | -2 | 11 | -5 | -4 | 0.3 | 1.0 | 11 | 5 | -0.3
COc1cc(OC)cc(-n2nnnc2SCC(=O)Nc2nc3c(s2)CCCC3)c1 | -15 | 12 | 24 | 2 | 0.4 | -0.5 | 2 | -1 | 2.2
Cc1cc(C(=O)OCC(=O)c2c(N)n(C)c(=O)n(C)c2=O)c(C)o1 | -2 | 20 | 0 | 0 | 0.8 | -0.4 | 5 | -2 | -1.5
CCOC1(OCC)N=C(N)C2(C#N)C(c3cccc(OC)c3OC)C12C#N (centres undefined) | -5 | 9 | -13 | -4 | 0.8 | -0.3 | 0 | -1 | -4.9
Cc1ccc(CC(=O)Nc2ccc(F)c([N+](=O)[O-])c2)cc1 | -1 | 22 | 30 | -3 | -0.6 | -2.2 | 1 | -4 | 49
Cc1cccnc1N(C(=O)Nc1ccccc1)C1=NCC(C)(C)S1 | -1 | -2 | 63 | -2 | -0.3 | 0.4 | 0 | -2 | -0.2
COc1ccccc1NC(=O)Nc1ccc(Cc2ccncc2)cc1 | -5 | 31 | 20 | 2 | 0.2 | 0.9 | 1 | 0 | 3.8
Cc1cc(=O)oc2cc(OCCSCCN3CCOCC3)ccc12 | -9 | 24 | . | 2 | 0.8 | 0.9 | -2 | -3 | -0.7

Random draw from the library; any-hit rate near 6.8%.
